TRHR ag: agonists of human TRH receptor. P34981. TRHR cells, calcium flux fluo-8, FDSS agonist mode. activation, % at 2 µM. 360,000 tested, 0.18% active; in the data active = activation above about 30%; also: 0% is about no effect
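TRHR-expressing cells, plated overnight in medium with 10% serum, were loaded with fluo-8 calcium dye at room temperature. After a 10 s baseline, library compound was pin-added and calcium release was recorded kinetically (ex 480/em 530) as agonist response.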
ERG-DNA inh: inhibitors of human ERG Ets domain-DNA interaction. fluorescence polarization, His-ERG Ets domain / labelled DNA. Potency, µM (doses to about 76.9 µM), inactives show top-dose FP activity, negative = inhibition, most hits filed as inhibitors. 370,000 tested, 0.028% active; active = well fitted inhibition curve with a large enough effect in the polarisation, with a control signal flat; inconclusive = small, poorly fitted or top-dose-only effect, or effect the other way, or a change in a side signal; inactive = no such curve, though single readings can be large or run the other way; the % refers to the polarisation;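 also: polarization taken with two DNA probes labelled with fluorescein and Texas red; potency is read from the fitted curve at half-maximal effect; % of control where 0% means no effect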
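His-tagged ERG Ets domain (1 uM in the protein solution; 300mM KCl, 50mM Tris-HCl, 1mM EDTA, 1mM DTT, pH 7.5) received compound, then a probe mix of 5 nM fluorescein-DNA and 100nM Texas-615-DNA. Fluorescence polarization was read for both dyes.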
ALOX12 inh: inhibitors of human 12S-lipoxygenase ALOX12; Potency, µM (titrated, usually from 108 µM), inactives show at the highest dose activity change, negative = inhibition, actives largely listed as inhibitors; AID 1671190; 580,000 tested, 1.1% active; purified 12hLO, xylenol orange hydroperoxide absorbance; also: potency is read from the fitted curve at half-maximal effect; % is scaled to controls: 0 for no effect and ±100 for the full control effect
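Purified human 12hLO at 150 nM in 25 mM Hepes, 0.01% Triton X-100, pH 7.0, preincubated 15 min at room temperature with compound. Reaction started with 40 uM arachidonic acid, 30 min at room temperature. Hydroperoxide measured by Fe-xylenol orange, 573/405 nm absorbance ratio.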
POLK inh: DNA polymerase kappa (human) inhibition; Q9UBT6; purified Pol kappa, fluorescent DNA synthesis assay, 10 min; Potency, µM (top dose mostly 107 µM), without a hit: at the top dose activity, negative = inhibition, actives largely listed as inhibitors; 400,000 tested, 0.53% active; also: potency is read from the fitted curve at half-maximal effect; % is scaled to controls: 0 for no effect and ±100 for the full control effect
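Kinetic fluorescence readout at 0 and 10 min followed reaction start with substrate at 50 nM final. Beforehand, enzyme (10 nM Pol kappa) stood 15 min with compound at room temperature; buffer-only wells were negative controls.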
Apoferritin bind: candidate novel general anesthetic via apoferritin binding; apoferritin/1-aminoanthracene competitive binding, fluorescence; Potency, µM (series often up to 77.5 µM), without a hit: at the top dose activity change, negative = displacement, hits mostly inhibitors; 350,000 tested, 0.074% active; AID 485281; also: potency is read from the fitted curve at half-maximal effect; % is scaled to controls: 0 for no effect and ±100 for the full control effect; nearly all actives have a fitted effect of over 20% in size
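Read-out: endpoint 1-AMA fluorescence, excitation 380 nm and emission 535 nm, after compounds sit 10 min at room temperature with 10 uM horse-spleen apoferritin in 50% saturated 1-AMA/PBS. Values come from four-parameter Hill fits.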
BLM helicase inh: Bloom syndrome helicase (human) inhibition; 350,000 tested, 0.2% active; P54132; Potency, µM (doses to about 56.1 µM), for inactives: at the highest dose activity change, negative = inhibition, most hits filed as inhibitors; recombinant BLM DNA unwinding, fluorescence dequenching; AID 2528;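 also: potency is read from the fitted curve at half-maximal effect; plate controls were vehicle for no effect and no enzyme for full effect; nearly all actives have a fitted effect of over 35% in size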
Target sequence (P54132 whole entry, looked up): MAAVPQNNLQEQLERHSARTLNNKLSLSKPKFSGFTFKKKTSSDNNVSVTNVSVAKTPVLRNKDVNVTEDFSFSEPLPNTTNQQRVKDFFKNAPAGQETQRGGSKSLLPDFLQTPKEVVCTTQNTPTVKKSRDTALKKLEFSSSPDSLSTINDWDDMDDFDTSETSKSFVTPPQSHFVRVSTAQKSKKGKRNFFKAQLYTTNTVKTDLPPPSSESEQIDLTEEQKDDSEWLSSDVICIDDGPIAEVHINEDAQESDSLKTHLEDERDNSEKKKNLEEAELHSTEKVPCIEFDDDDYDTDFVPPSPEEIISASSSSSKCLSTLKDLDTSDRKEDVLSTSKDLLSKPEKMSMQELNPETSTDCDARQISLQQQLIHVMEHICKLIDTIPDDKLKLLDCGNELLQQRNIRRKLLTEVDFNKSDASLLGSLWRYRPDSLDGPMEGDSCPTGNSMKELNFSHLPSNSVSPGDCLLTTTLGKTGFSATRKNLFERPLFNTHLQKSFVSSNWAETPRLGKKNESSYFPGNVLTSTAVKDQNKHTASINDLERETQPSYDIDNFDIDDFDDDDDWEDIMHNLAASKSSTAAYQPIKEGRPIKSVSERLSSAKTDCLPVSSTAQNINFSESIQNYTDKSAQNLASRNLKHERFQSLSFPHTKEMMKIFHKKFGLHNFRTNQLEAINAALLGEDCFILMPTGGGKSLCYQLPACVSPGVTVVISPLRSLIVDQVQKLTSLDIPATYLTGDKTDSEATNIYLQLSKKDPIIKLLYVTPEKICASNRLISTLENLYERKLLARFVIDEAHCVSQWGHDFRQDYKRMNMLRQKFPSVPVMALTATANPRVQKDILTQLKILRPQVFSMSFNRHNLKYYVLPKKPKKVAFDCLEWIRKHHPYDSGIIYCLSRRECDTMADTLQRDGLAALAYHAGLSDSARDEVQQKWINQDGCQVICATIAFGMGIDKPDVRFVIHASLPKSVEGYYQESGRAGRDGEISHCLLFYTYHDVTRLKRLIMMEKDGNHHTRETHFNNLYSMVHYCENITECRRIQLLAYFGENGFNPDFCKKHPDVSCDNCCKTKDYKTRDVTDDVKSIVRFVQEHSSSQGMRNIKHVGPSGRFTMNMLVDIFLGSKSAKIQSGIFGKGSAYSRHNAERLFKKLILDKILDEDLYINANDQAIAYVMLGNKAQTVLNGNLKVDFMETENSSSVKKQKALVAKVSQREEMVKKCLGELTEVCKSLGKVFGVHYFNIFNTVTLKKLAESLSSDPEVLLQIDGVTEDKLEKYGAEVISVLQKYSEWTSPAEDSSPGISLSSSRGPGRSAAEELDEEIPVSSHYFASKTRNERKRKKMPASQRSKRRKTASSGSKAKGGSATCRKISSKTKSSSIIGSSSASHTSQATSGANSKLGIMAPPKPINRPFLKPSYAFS
APEX1 inh: APE1 (human) endonuclease inhibition. Potency, µM (doses to about 65.8 µM), for the others: top-dose activity change, negative = inhibition, actives largely listed as inhibitors. 350,000 tested, 0.35% active. P27695. AID 2517. recombinant APE1, TAMRA/BHQ-2 abasic DNA cleavage fluorescence;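 also: potency is read from the fitted curve at half-maximal effect; plate controls were vehicle for no effect and reference inhibitor for full effect; nearly all actives have a fitted effect of over 55% in size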
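Kinetic fluorescence read (525 ex/598 em nm, three reads 60 s apart) of AP-site incision; signal = third minus first read. Enzyme 0.75 nM, dual-labelled THF duplex 50 nM, compound preincubation 15 min RT.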
POLI inh: inhibitors of human DNA polymerase iota | Q9UNA4 | Pol iota fluorescent replication assay, 10 min | Potency, µM (titrated, usually from 115 µM), for the others: at the top dose activity, negative = inhibition, actives largely listed as inhibitors | 390,000 tested, 1% active; also: potency is read from the fitted curve at half-maximal effect
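Pol iota at 10 nM preincubated 15 min with compounds at room temperature; reaction started with fluorescent substrate, 50 nM final. Fluorescence read kinetically at 0 and 10 min; buffer-only wells as negative control.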
Pol beta inh: blocks human DNA polymerase beta activity; P06746; Pol beta primer extension/strand displacement, fluorescence kinetic; Potency, µM (doses to about 114 µM), without a hit: top-dose activity change, negative = inhibition, most hits filed as inhibitors; 340,000 tested, 1.3% active; also: potency is read from the fitted curve at half-maximal effect; % is scaled to controls: 0 for no effect and ±100 for the full control effect
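Pol beta (10 nM) and compounds were preincubated 15 min at room temperature, then 50 nM substrate (final) started primer extension/strand displacement. Reads were taken at 0 and 10 min; concentration-response data were fitted to a four-parameter Hill equation.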
* hit, by the source's call; ? = inconclusive; nt = no result given; & = joins results of further samples; [ ] = dose if it differs, or a comment. Unless noted, calls follow the shape of the dose curve; as a rule, active = well fitted curve in the direction sought with a large enough effect; inconclusive = small, poorly fitted or top-dose-only effect, or another doubt; inactive = no such curve, though single readings can be large; an effect the other way counts as inactive or inconclusive. The list is partial; count on the stated rates, not on these rows.

molecule	TRHR ag	ERG-DNA inh	ALOX12 inh	POLK inh	Apoferritin bind	BLM helicase inh	APEX1 inh	POLI inh	Pol beta inh
O=C(O)c1ccc(NC(=O)C(c2ccccc2)c2ccccc2)cc1	0.2	-5%	12%	14%	-2%	-1%	-3%	-13%	0%
CN(C)CCNC(=O)c1onc(CSc2ccc(F)c(F)c2)c1C(=O)NCCN(C)C	0.4	7%	13%	18%	-9%	-6%	0%	-1%	-1%
COC(=O)C1=NN(N=O)C2(CC(=O)N(c3cc(C)cc(C)c3)C2=O)C1 (centres undefined)	0.0	9%	?	-35%	-17%	-8%	0%	-14%	5%
CCN(CC)C(=O)CSc1nnc(-c2cccc(OC)c2)o1	1.5	-7%	0%	-5%	10%	-12%	-1%	21%	9%
CC(C)OCCCNC(=O)c1c2c(nc3ccccc13)C(=O)N(C1CCCCC1)C2	-0.1	2%	-2%	4%	-2%	3%	nt	23%	10%
O=S(=O)(NCc1ccccn1)c1cc(Cl)ccc1Cl	0.0	-2%	?	4%	-5%	-3%	9%	27%	?
O=C(O)C1CCCCC1C(=O)NCCCN1CCOCC1 (centres undefined)	2.7	4%	251%[activator]	0%	-5%	3%	0%	-1%	26%
COC(=O)CNc1nc(-c2ccccc2F)nc2ccccc12	0.0	-2%	-5%	-4%	-1%	0%	0%	10%	-29%
CCNc1ccc(Br)cc(C(=O)/C=C/c2c(Cl)cccc2Cl)c1=O	0.0	-2%	nt	?	?	?	?	4.5µM*	8.9µM*
COc1ccc(N2CCN(C(=O)c3cc4cc5ccc(Cl)cc5nc4o3)CC2)cc1	0.5	-2%	-19%	7%	-11%	-1%	nt	?	4%
O=S(=O)(c1ccc2c(c1)OCCO2)N1CCN(Cc2ccc3c(c2)OCO3)CC1	0.1	-11%	?	0%	18%	-2%	1%	19%	-15%
CCOCCCNC(=O)C(c1ccc(OC)cc1)N(Cc1cccs1)C(=O)c1ccccn1 (centres undefined)	-0.2	-4%	1%	6%	-8%	-2%	-5%	62%[activator]	-19%
CCCCCCCCc1nc(=S)[nH][nH]1	-0.9	-4%	?	-8%	?	1%	4%	3%	11%
Cc1ccc(NC(=O)NCc2ccccn2)cc1	-0.4	-1%	8%	-17%	-9%	1%	-6%	28%	21%
C[C@H](NC(=O)c1ccco1)C(=O)Nc1ccc(C#N)cc1	-0.8	-1%	-26%	-17%	13%	-6%	31%	1%	34%
COCc1cc(CN2CCN(CCc3ccccc3)C(CCO)C2)ccc1OC (centres undefined)	-0.5	4%	0%	1%	-4%	-5%	1%	171%[activator]	-16%
O=C(O)CC(CC(=O)Nc1ccccc1C(=O)O)c1ccccc1 (centres undefined)	-0.5	-16%	-1%	4%	-8%	-2%	-2%	25%	-2%
Cc1nc2ccc(S(=O)(=O)N(CC(=O)Nc3ccc(F)cc3)Cc3ccccc3)cc2s1	-0.7	4%	3%	4%	42%[activator]	-4%	nt	-2%	-1%
CSc1nc(O)c(/C=C2\C=Nc3ccccc32)[nH]1	-0.2	-3%	?	-14%	-15%	-7%	0%	-11%	4%
Cn1nnnc1SCC1=C(C(=O)O)N2C(=O)C(NC(=O)C(OC=O)c3ccccc3)C2SC1 (centres undefined)	nt	nt	nt	22µM*	-5%	1%	-1%	nt	nt
COc1ccc(OC)c(-n2c(SCC(N)=O)nnc2-c2c[nH]c3ccccc23)c1	-0.2	2%	21%	-9%	-3%	-6%	-4%	-9%	21%
Cc1onc(-c2c(Cl)cccc2Cl)c1C(=O)ONC(=O)c1cc(C(F)(F)F)cc(C(F)(F)F)c1	-0.1	-1%	?	-1%	-1%	-3%	7%	157%[activator]	-5%
O=[N+]([O-])c1ccc2nc(-[n+]3c(-c4ccccc4)cc(-c4ccccc4)cc3-c3ccccc3)[nH]c2c1	-0.7	nt	nt	-20%	-1%	-5%	-4%	13%	1%
Cc1cccc(N(C(=O)c2ccco2)C(C(=O)NC2CCCC2)c2ccco2)c1C (centres undefined)	-1.5	-13%	11%	-7%	-22%	-4%	90%[activator]	42%[activator]	-3%
Brc1ccc(/C=N/Nc2ncnc3c2cnn3Cc2ccccc2)cc1	-0.5	-3%	0%	-16%	2%	0%	-1%	7%	21%
CN(C)CCSc1nnc(-c2ccccc2)o1	0.7	6%	0%	-7%	9%	0%	-4%	?	-8%
Cc1cc(S(=O)(=O)Nc2ccc(-c3ccc(N4CCCCC4)nn3)cc2)c(C)cc1Cl	-1.3	2%	-8%	-23%[60.1 µM]	47%[activator]	-9%	nt	-14%	-2%
Cc1ccsc1/C=N/NC(=O)c1nnn(-c2nonc2N)c1-c1ccc2c(c1)OCO2	0.4	3%	-4%	-14%	1%	0%	-17%	?	27%
CN1CCN(c2ccc(S(=O)(=O)N3CCCCC3)cc2NC(=O)Cc2ccc(Cl)cc2)CC1	12	-16%	?	-9%	-8%	2%	-1%	?	17%
Cc1cc(=O)oc2cc(OCC(=O)NC3CCCCC3)ccc12	0.2	-12%	10%	-5%	-2%	-1%	1%	208%[activator]	59%
Cc1cccnc1Nc1nc(-c2ccc(O)cc2O)cs1	0.2	-1%	87%[activator]	-2%	?	-13%	-8%	6%	?
Cc1ccc(C(=O)c2sc3nsc(C)c3c2N)cc1	4.9	6%	?	-6%	-6%	-1%	5%	18%	2%
COc1cccc(NC(=S)NC(=O)Cc2ccccc2)c1	nt	-7%	228%[activator]	-9%	nt	nt	nt	-3%	nt
COc1ccc(-c2nc(C#N)c(N3CCN(C(=O)c4ccco4)CC3)o2)cc1OC	-0.5	-12%	22%	8%	-4%	2%	19%	-5%	1%
O=C(CSc1ccccn1)Nc1ccc2c(c1)OCCO2	-0.3	0%	109%[activator]	-8%	-6%	-1%	-3%	11%	18%
O=C(CSc1ccc(Cl)cc1)NC(=O)NCc1ccco1	-1.0	-19%	2%	-6%	-13%	-19%	?	?	?
O=C(O)/C=C/c1cnc[nH]1	-0.6	-3%	-3%&-3%	1%[60.1 µM]	4%	4%	1%&-8%	7%	13%[57.1 µM]
O=S(=O)(CCSc1ccc(C(F)(F)F)cn1)c1ccccc1	-0.1	-3%	-24%	2%	-2%	-4%	2%	19%	-17%
CN(C)S(=O)(=O)c1cccc(C(=O)Nc2ccc(S(=O)(=O)N3CCCC3)cc2)c1	0.5	1%	-7%	-3%	-14%	-8%	-2%	41%[activator]	-22%
CCOc1ccc(NC(=O)/C(C#N)=C/c2cn(CC(=O)O)c3ccccc23)cc1	0.5	10%	-13%	-17%	?	-3%	32%	99%[activator]	-9%
COc1ccccc1N(C(=O)CNC(=O)c1ccco1)C(C(=O)NC1CCCC1)c1ccco1 (centres undefined)	0.7	-2%	23%	0%	0%	1%	-4%	37%[activator]	45%
CC(=O)c1ccc(S(=O)(=O)Nc2cccc(-c3ccc(N4CCCCC4)nn3)c2)cc1	-0.7	1%	-19%	-10%[60.1 µM]	-23%	-8%	nt	?	-4%
Cc1ccc(S(=O)(=O)O/N=C2/CCCc3occc32)cc1	-0.2	0%	?	-20%	-8%	-2%	-6%	?	14%
CCc1cccc(NC(=O)CN2Cc3ccccc3C2=O)c1	-1.1	1%	?	2%	?	1%	nt	-6%	9%
COc1ccc(NC(=O)Cn2cc(S(=O)(=O)c3ccccc3)c(=O)c3cc(C)ccc32)cc1Cl	1.8	2%	-21%	-14%	-8%	-10%	nt	12%	28%
CCn1ncc(Br)c1C(=O)Nc1cc(C(=O)OC)ccc1C(=O)OC	-0.6	3%	122%[activator]	-4%	-10%	-2%	0%	4%	0%
CC(=O)CSc1nnc2cc(C)c3cc(C)cc(C)c3n12	-0.3	1%	-22%	-23%	7%	-5%	nt	31%[activator]	2%
Nn1c(Nc2ccccc2)nc2sc3c(c2c1=O)CCC3	1.8	1%	?	-12%	-22%	-12%	12%	-2%	4%
COC(=O)c1sc2nc(SCC(=O)N(C)c3ccccc3)n(N)c(=O)c2c1C	0.6	0%	-8%	-8%	-3%	-4%	?	-3%	3%
Cn1cc(C=C2C(=O)Nc3cccnc32)c2ccccc21	nt	nt	-3%[57.4 µM]	?	-22%&-18%	-18%&0%	?	nt	nt

(cont.)
molecule	TRHR ag	ERG-DNA inh	ALOX12 inh	POLK inh	Apoferritin bind	BLM helicase inh	APEX1 inh	POLI inh	Pol beta inh
COc1ccccc1NC(=O)CN1CCN(CC(=O)Nc2ccc(F)c(F)c2)CC1	-0.1	1%	-12%	-5%[60.1 µM]	-6%	-2%	nt	-2%	2%
CCOc1ccc(NC(=O)c2oc3ccccc3c2NC(=O)Cc2ccc(OC)c(OC)c2)cc1	-0.4	0%	-12%	-7%	6%	-1%	nt	26%	46%
Cc1cc(NC(=O)CSCC(=O)Nc2cccc(S(=O)(=O)N3CCCCCC3)c2)no1	-0.4	4%	17%	-8%	nt	nt	10%	-3%	nt
O=C(CSc1nnc(-c2ccncc2)n1Cc1ccco1)Nc1nccs1	-0.9	6%	?	12%	-13%	6%	-3%	12%	-2%
Cc1ccccc1OCC(=O)N/N=C/c1sc(=O)n(Cc2cccc(C(=O)O)c2)c1Cl	0.3	8%	-11%	-18%	0%	-6%	-3%	?	?
CN(C)c1ccc(-c2c(-c3ccc4c(c3)OCO4)noc2-c2ccsc2)cn1	1.1	-4%	nt	11%&-15%	-7%	-10%	4%	?	20%
CSc1ccccc1NC(=O)c1cnccn1	-0.7	3%	?	-5%	-14%	-2%	-7%	-14%[58.9 µM]	-12%
Cc1ccc(C(=O)NCCSc2c(C)[nH]c3ccccc23)cc1[N+](=O)[O-]	-0.2	2%	?	-11%	-12%	-17%	?	4%	?
